TDP1 cell noCPT: qHTS for Inhibitors of human tyrosyl-DNA phosphodiesterase 1 (TDP1): qHTS in cells in absence of CPT. DT40 Tdp1-/- hTDP1 cells, no CPT, ATP luminescence, 48 h. Potency, µM (titrated, usually from 46.2 µM), inactives show top-dose activity change, negative = growth inhibition, actives largely listed as inhibitors. 15% of 420,000 active. AID 686978, 2013; also: nearly all actives have a fitted effect of over 55% in size
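Camptothecin absent (DMSO only). Human TDP1-complemented DT40 knockout cells, 400 cells/well, 37 °C for minimum 48 hr; ATP measured via CellTiter-Glo, 30 min dark incubation, luminescence.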
DT40 TDP1 CPT: growth inhibition of DT40 Tdp1-/-;hTDP1 cells with camptothecin (screen for TDP1 inhibitors). chicken DT40 Tdp1-/-;hTDP1 cells + 20 nM CPT, ATP luminescence, 48 h. Potency, µM (titrated, usually from 46.2 µM), inactives show top-dose activity change, negative = growth inhibition, actives largely listed as inhibitors. 12% of 420,000 active. AID 686979; also: nearly all actives have a fitted effect of over 55% in size
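Chicken DT40 Tdp1-/- cells stably complemented with human TDP1 were seeded at 400 cells/well in medium containing 20 nM camptothecin, exposed to pin-transferred compounds, and grown at 37 °C for at least 48 hr. Viability was read as ATP luminescence.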
KAT2A inh: inhibitors of human GCN5L2 histone acetyltransferase; Q92830; AID 504327; Potency, µM (doses to about 58.9 µM), inactives show at the top dose activity change, negative = inhibition, usual class: inhibitors; GCN5L2 HAT assay, ThioGlo1 CoA-SH fluorescence; 0.21% of 390,000 active
Target sequence (Q92830 whole entry, looked up): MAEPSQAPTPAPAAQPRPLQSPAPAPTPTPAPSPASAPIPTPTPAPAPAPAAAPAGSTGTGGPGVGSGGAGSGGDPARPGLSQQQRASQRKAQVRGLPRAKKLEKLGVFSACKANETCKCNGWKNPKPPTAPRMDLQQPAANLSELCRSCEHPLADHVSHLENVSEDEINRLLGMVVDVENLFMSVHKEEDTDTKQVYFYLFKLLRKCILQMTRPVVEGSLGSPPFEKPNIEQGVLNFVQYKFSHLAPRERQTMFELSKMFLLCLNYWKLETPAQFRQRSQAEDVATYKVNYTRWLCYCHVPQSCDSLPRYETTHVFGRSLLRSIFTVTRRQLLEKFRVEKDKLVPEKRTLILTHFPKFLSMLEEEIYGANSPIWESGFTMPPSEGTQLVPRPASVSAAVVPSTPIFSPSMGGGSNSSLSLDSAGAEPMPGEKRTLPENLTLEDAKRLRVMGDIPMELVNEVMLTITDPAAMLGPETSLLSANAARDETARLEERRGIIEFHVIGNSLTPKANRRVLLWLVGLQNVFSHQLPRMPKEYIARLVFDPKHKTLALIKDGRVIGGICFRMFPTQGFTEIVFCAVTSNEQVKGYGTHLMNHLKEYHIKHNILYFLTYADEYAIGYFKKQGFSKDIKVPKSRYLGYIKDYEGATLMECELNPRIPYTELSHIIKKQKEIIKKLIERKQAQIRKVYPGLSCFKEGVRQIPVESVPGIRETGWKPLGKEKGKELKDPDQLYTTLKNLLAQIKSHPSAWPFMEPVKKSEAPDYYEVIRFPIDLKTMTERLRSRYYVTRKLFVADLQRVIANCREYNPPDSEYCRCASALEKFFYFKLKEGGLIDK
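Enzyme at 20nM final was mixed with library compounds for 15 min at room temperature. Peptide H3(1-25) at 75uM, acetyl-CoA at 70uM and ThioGlo1 at 50uM were then added. Plates were read immediately and after 20 min (Ex340nm/Em540nm).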
* hit, by the source's call; ? = inconclusive; · = not tested or not shown; & = joins results of further samples; [ ] = another dose, or the depositor's remark. Calls follow the shape of the dose curve; as a rule, active = well fitted curve in the direction sought with a large enough effect; inconclusive = small, poorly fitted or top-dose-only effect, or another doubt; inactive = no such curve, though single readings can be large; an effect the other way counts as inactive or inconclusive. % is scaled to controls: 0 for no effect and ±100 for the full control effect; potency is read from the fitted curve at half-maximal effect.

SMILES | TDP1 cell noCPT | DT40 TDP1 CPT | KAT2A inh
Oc1cc(-c2nc3ccccc3s2)cc2c1OCCN(Cc1cccn1-c1ccc(Cl)cn1)C2 | ? | ? | ·
CC1CCN(CC(=O)Nc2ccc(S(=O)(=O)N3CCC(C)CC3)cc2)CC1 | ? | ? | -3%
Cc1nc2cc(NC(=O)[C@@H]3C[C@@H](Sc4ccccn4)CN3Cc3cccc(F)c3)ccc2s1 | -19% | 15%[9.04 µM] | ·
CC(=O)NCCC(=O)N1CCCC(CNC(=O)c2ccc(-c3ccccc3)cc2)C1 (centres undefined) | -20% | -5% | -5%
Cc1ccsc1/C=c1\sc2ncnn2c1=O | -4% | -10% | -2%
O=C(COC(=O)/C=C/c1ccc(Cl)c(Cl)c1)NC1CC1 | ? | -30% | -4%
NC(=O)NC(=O)C(OC(=O)CCNS(=O)(=O)c1ccccc1)c1ccccc1 (centres undefined) | 2% | 1% | 0%
Cc1cc(C)nc(SCc2ccc(Cl)cc2)n1 | -6% | 6% | 0%
O=C(N/N=C/c1ccco1)C(O)c1ccccc1 (centres undefined) | 4% | 1% | 1%
COC(=O)C1C(=O)c2c(C)noc2CC1(C)C (centres undefined) | 10% | 2% | 0%
CCCOc1ccc(C2C(=O)N(C3CCC(C)CC3)CC(=O)N2CCC2=CCCCC2)cc1OC (centres undefined) | -24% | ? | -3%
CCC(=O)N1c2ccccc2CC1C(=O)NCc1ccccc1C (centres undefined) | -4% | -13% | -1%
O=C(c1cccc(Oc2c(Cl)cccc2[N+](=O)[O-])c1)N1CCOCC1 | ? | ? | -14%
NC1=NC(=O)C(Cc2cc(Cl)ccc2Cl)S1 (centres undefined) | -6% | 0% | -4%
COC(=O)[C@H](C)N1C/C=C\COc2c(Cl)cc(Cl)cc2S1(=O)=O | ? | ? | -1%
NC(=O)C1CC(=O)N(c2ccc(OCc3c(Cl)cccc3Cl)cc2)C1 (centres undefined) | -22% | -5% | -9%
CCOC(=O)c1c(NC(C)=O)no[n+]1[O-] | 7% | 9% | -2%
COc1ccc(NC(=O)CSc2nccn2C2CCCC2)cc1OC | ? | ? | -8%
COc1ccc(NS(=O)(=O)c2ccc(NS(=O)(=O)c3ccc4c(c3)OCCO4)cc2)cc1 | ? | ? | -1%
COc1ccc(OCC(Cn2cnc3ccccc32)OC(C)=O)cc1 (centres undefined) | ? | -29% | ?
Cc1cc(C)nc(SCC(=O)Nc2ccnc3ccccc23)n1 | 0.65µM* | 1.6µM* | 4%
CCC(=O)N1CCN(c2nc(C)nc3sc(C)c(C)c23)CC1 | -11% | -26% | -5%
CC1CN(S(=O)(=O)c2cccc(C(F)(F)F)c2)C(C)N1C(=O)N1CCOCC1 (centres undefined) | 5% | -28% | -2%
O=C(Cc1ccc(NC2=NC3CS(=O)(=O)CC3S2)cc1)NCc1ccc(Cl)cc1 (centres undefined) | 19% | 8% | 5%
C=CC[C@]12C=C(OC)C(=O)C(OC)=C1O[C@@H](c1ccc3c(c1)OCO3)[C@H]2C | -9% | -10% | ·

Not a retest: entries from further up.
SMILES | TDP1 cell noCPT | DT40 TDP1 CPT | KAT2A inh
COC(=O)C1C(=O)c2c(C)noc2CC1(C)C (centres undefined) | 10% | 2% | 0%
CCCOc1ccc(C2C(=O)N(C3CCC(C)CC3)CC(=O)N2CCC2=CCCCC2)cc1OC (centres undefined) | -24% | ? | -3%
CCC(=O)N1c2ccccc2CC1C(=O)NCc1ccccc1C (centres undefined) | -4% | -13% | -1%
O=C(c1cccc(Oc2c(Cl)cccc2[N+](=O)[O-])c1)N1CCOCC1 | ? | ? | -14%
NC1=NC(=O)C(Cc2cc(Cl)ccc2Cl)S1 (centres undefined) | -6% | 0% | -4%
COC(=O)[C@H](C)N1C/C=C\COc2c(Cl)cc(Cl)cc2S1(=O)=O | ? | ? | -1%
NC(=O)C1CC(=O)N(c2ccc(OCc3c(Cl)cccc3Cl)cc2)C1 (centres undefined) | -22% | -5% | -9%
CCOC(=O)c1c(NC(C)=O)no[n+]1[O-] | 7% | 9% | -2%
COc1ccc(NC(=O)CSc2nccn2C2CCCC2)cc1OC | ? | ? | -8%
COc1ccc(NS(=O)(=O)c2ccc(NS(=O)(=O)c3ccc4c(c3)OCCO4)cc2)cc1 | ? | ? | -1%
COc1ccc(OCC(Cn2cnc3ccccc32)OC(C)=O)cc1 (centres undefined) | ? | -29% | ?
Cc1cc(C)nc(SCC(=O)Nc2ccnc3ccccc23)n1 | 0.65µM* | 1.6µM* | 4%
CCC(=O)N1CCN(c2nc(C)nc3sc(C)c(C)c23)CC1 | -11% | -26% | -5%
CC1CN(S(=O)(=O)c2cccc(C(F)(F)F)c2)C(C)N1C(=O)N1CCOCC1 (centres undefined) | 5% | -28% | -2%
O=C(Cc1ccc(NC2=NC3CS(=O)(=O)CC3S2)cc1)NCc1ccc(Cl)cc1 (centres undefined) | 19% | 8% | 5%
C=CC[C@]12C=C(OC)C(=O)C(OC)=C1O[C@@H](c1ccc3c(c1)OCO3)[C@H]2C | -9% | -10% | ·

The list goes on:
SMILES | TDP1 cell noCPT | DT40 TDP1 CPT | KAT2A inh
C=CCSc1nccc(-c2nn(-c3ccc(C)cc3)ccc2=O)n1 | 5.8µM* | 7.3µM* | -5%
CCOC(=O)CCCNC(=O)COC(=O)c1cc(C)cc(C)c1 | 3% | -1% | 0%
CN(C)C(CNC(=O)c1cccc(C(F)(F)F)c1)c1ccco1 (centres undefined) | -15% | -5% | -2%
CC1CCN(C(=O)COC(=O)c2cc3ccccc3oc2=O)CC1 | -28% | 6% | -6%
COc1ccc(N2CCN(C(=O)Cc3coc4ccc(C)cc34)CC2)cc1 | ? | 18µM* | -3%
Cc1ccc(S(N)(=O)=O)c(C)c1-n1cnnn1 | -1% | 15% | -6%
CCCCNC1=C(Br)C(=O)CC(C)(C)C1 | ? | 2% | -8%
CC(C)(C)n1nnnc1C(c1ccncc1)N(Cc1ccccc1)Cc1ccco1 (centres undefined) | 23µM* | ? | -11%
CCCN1CNc2c(c(=O)[nH]c(=S)n2CCCc2ccccc2)C1 | 13µM* | ? | ·
CCCC(=O)NCCc1nc2cc([N+](=O)[O-])ccc2n1C | 0% | 7% | -3%
COc1ccccc1-n1cc(CN2CCCC(CO)(Cc3cccc(Cl)c3)C2)cn1 (centres undefined) | 23µM* | ? | -1%
Oc1oc(-c2ccccc2)nc1/C=N/c1ccccn1 | -7% | 2% | 0%
Cc1ccc(S(=O)(=O)N2CCN(c3ccc(S(=O)(=O)N4CCOCC4)cn3)CC2)cc1 | -2% | -4% | -6%
COCCCn1c(=N)c(C(N)=S)cc2c(=O)n3cccc(C)c3nc21 | 23µM* | 18µM* | ·
COc1ncccc1C(=O)N1CCCC(C(=O)c2cccc(OC(C)C)c2)C1 (centres undefined) | ? | ? | -7%
COc1ccc(C(=O)Nc2ccc(NC(=O)c3ccccc3F)cn2)cc1 | -6% | 0% | -2%
COc1ccc(S(=O)(=O)N(C)C[C@H]2Oc3cc(Br)ccc3S(=O)(=O)N([C@H](C)CO)C[C@H]2C)cc1 | 21µM* | ? | ·
CCCS(=O)(=O)NC(=O)C1(C)CCN(C(=O)c2ccc(F)c(C)c2)C1 (centres undefined) | -4% | -45% | ·
Cc1nn(CC(=O)N2CCN(c3ccccc3)CC2)c(C)c1[N+](=O)[O-] | -22% | 1% | -3%
CC(C)n1cc(CN2CCCC(CO)(Cc3cccc(Cl)c3)C2)cn1 (centres undefined) | -27% | -1% | -27%
CCN(CC)C(=O)CCCc1c[nH]c2ccccc12 | -12% | 14% | -4%
CCOC(=O)c1ccc(NC(=O)c2ccc3c(c2)C(=O)N(Cc2cccnc2)C3=O)cc1 | -3% | -10% | -1%
Cn1c(=O)c2c(nc(OCc3ccc4c(c3)OCO4)n2Cc2ccccc2Cl)n(C)c1=O | -5% | 3% | 1%
CCOC(=O)c1cnc2ccc(C)cc2c1N(C)Cc1ccccc1 | ? | ? | 1%
OCC(CO)(CO)N=Cc1cc(Br)ccc1O | 0% | -8% | -1%

Other records follow.
SMILES | TDP1 cell noCPT | DT40 TDP1 CPT | KAT2A inh
O=C(C1CCC(=O)N(C2CCCC2)C1)N1CCC(Oc2cccc(F)c2)CC1 (centres undefined) | -4% | ? | -3%
COc1ccc(-n2nc3cc(C)c(NC(=S)NC(=O)c4ccccc4C)cc3n2)cc1 | ? | ? | 0%
CCn1c(SCC(=O)n2nc(C)cc2C)nnc1-c1ccc2c(c1)OCO2 | 6% | 4% | -3%
COc1cc2c(cc1OC)CN(C(=O)C1CCC(=O)N(CCCN3CCOCC3)C1)CC2 (centres undefined) | 15% | -22% | 21%
Cc1ccc(NC(=O)c2cccc(C(=O)Nc3ccc(C)c(C)c3)n2)cc1C | ? | -20% | -17%
Cc1ccc(NC(=S)NCc2ccc3c(c2)OCO3)cc1 | ? | 2% | 0%
CCOc1ccc2nc3sc(C(=O)N4CCOCC4)c(N)c3cc2c1 | ? | -19% | -4%
COc1ccc(CNC(=O)CN2C(=O)CSc3ccc(S(=O)(=O)N(C)C)cc32)cc1 | -29% | -24% | 3%
C=CCc1ccc(OCCOCCOc2cccc3cccnc23)c(OC)c1 | 29µM* | ? | -2%
CCc1nc2c(OCC3COc4ccccc4O3)cccn2c1N(C)C(=O)c1cccc(OC)c1 (centres undefined) | ? | ? | ·
COc1ccc(N2CCN(C(=O)Cc3ccc(Cl)cc3)CC2)cc1 | ? | -19% | -5%
CCC1COCCS(=O)(=O)N1Cc1cccc(Cl)c1 (centres undefined) | ? | ? | -1%
COc1ccc(-c2csc(-n3ncc(C(=O)O)c3C(F)(F)F)n2)cc1 | -7% | -3% | -24%
C=Cc1ccc(CC2(C)C(=O)Nc3ccc(-c4cccnc4)cc32)cc1 (centres undefined) | 4.6µM* | ? | ·
O=C(CSCc1c(Cl)cccc1Cl)Nc1ccccc1C(=O)N1CCOCC1 | 21µM* | ? | -1%
COCCNc1nc2cc(-c3ccc(F)cc3)sc2c(=O)n1C | -5% | 1% | ·
COc1ccccc1NC(=O)N1CCn2c(nc3ccccc32)C1 | -22% | -7% | -3%
CCOC(=O)c1c(C)[nH]c(C)c1S(=O)(=O)N1CCCC(C(=O)N2CCN(c3ccccc3F)CC2)C1 (centres undefined) | ? | ? | -19%
O=C(OCc1ccco1)c1cccnc1 | -20% | ? | -4%
CCCn1c(N)c(C(=O)CN(C)CC(=O)Nc2ccccc2CC)c(=O)[nH]c1=O | ? | ? | -2%
CCCc1cc(=O)c2c(O)ccc(OC)c2o1 | -17% | 0% | -4%
COc1ccc(-c2noc(CN(C)C(=O)c3ccc4c(c3)OCO4)n2)cc1 | -18% | -13% | 0%
N#C/C(=C/c1cccc(C(F)(F)F)c1)c1nc(CCN2C(=O)c3ccccc3C2=O)cs1 | -26% | ? | ?
Cc1ccc(CNc2nc(CN3CCN(C=O)CC3)nc3ccccc23)o1 | -28% | -10%[9.04 µM] | ·
N=C1C(c2ccccc2)=C(O)CN1c1ccc2c(c1)OCO2 | 0% | -21% | 0%

The results go on:
SMILES | TDP1 cell noCPT | DT40 TDP1 CPT | KAT2A inh
O=c1cc(-c2ccc(O)cc2)oc2cc(O)c([C@@H]3O[C@H](CO)[C@@H](O)[C@H](O)[C@H]3O)c(O)c12 | ? | 3% | -4%&-29%
COc1ccc(NC(=O)CC(c2ccc(F)cc2)c2ccc(OC(C)C)cc2)cc1 (centres undefined) | 21µM* | ? | 4%
O=C(CCCOc1ccc(Cl)cc1)Nc1ccc(N2CCOCC2)cc1 | ? | -18% | ?
CN(CC(=O)O/N=C(\N)c1cccc([N+](=O)[O-])c1)S(=O)(=O)c1ccccc1 | -26% | -25% | -5%
COc1ccc(C(=O)ON=C2C=C(C)C(=O)C(C)=C2)cc1 | 23µM* | 13µM* | -9%
CCc1cc(OCCCSc2nc(C)cc(=O)[nH]2)ccc1Cl | ? | -28% | -8%
CCCCOCP(=O)(CCCC)COCCCC | ? | -24% | -1%
O=C(CN1C(=O)c2ccccc2S1(=O)=O)NCCSC1CCCCC1 | -40% | -7% | 9%
CCc1ccc(N2C(=O)C(Cl)=C(Nc3ccc(C(=O)N4CCCC4)cc3)C2=O)cc1 | -6% | -28% | -11%
CC1CC2C(C(O)C[C@]3(C)C2CC[C@]3(O)C(=O)CO)[C@]2(C)C=CC(=O)C=C12 (some centres undefined) | 0% | -24% | 0%
O=C(Nc1cc(S(=O)(=O)N2CCOCC2)ccc1Cl)c1cc2ccccc2o1 | ? | ? | 0%
C=Cc1ccc(CC2(C)C(=O)Nc3ccc(Cl)cc32)cc1 (centres undefined) | -27% | -12% | ·
